Screening results from PubChem.
GRK2 inh: human GRK2 inhibition via aptamer displacement; actives 0.59% (n = 330,000); bead flow cytometry, FAM-aptamer displacement from GRK2; inhibition of aptamer binding, % at 10 µM; P25098; AID 488847;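 active = inhibition of aptamer binding above 40%, roughly 3 SD of noise, on plates passing a quality check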;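 note: median bead fluorescence of bound FAM aptamer so fluorescent compounds give negative values; no value below 0 was filed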
Target sequence (P25098 whole entry, looked up): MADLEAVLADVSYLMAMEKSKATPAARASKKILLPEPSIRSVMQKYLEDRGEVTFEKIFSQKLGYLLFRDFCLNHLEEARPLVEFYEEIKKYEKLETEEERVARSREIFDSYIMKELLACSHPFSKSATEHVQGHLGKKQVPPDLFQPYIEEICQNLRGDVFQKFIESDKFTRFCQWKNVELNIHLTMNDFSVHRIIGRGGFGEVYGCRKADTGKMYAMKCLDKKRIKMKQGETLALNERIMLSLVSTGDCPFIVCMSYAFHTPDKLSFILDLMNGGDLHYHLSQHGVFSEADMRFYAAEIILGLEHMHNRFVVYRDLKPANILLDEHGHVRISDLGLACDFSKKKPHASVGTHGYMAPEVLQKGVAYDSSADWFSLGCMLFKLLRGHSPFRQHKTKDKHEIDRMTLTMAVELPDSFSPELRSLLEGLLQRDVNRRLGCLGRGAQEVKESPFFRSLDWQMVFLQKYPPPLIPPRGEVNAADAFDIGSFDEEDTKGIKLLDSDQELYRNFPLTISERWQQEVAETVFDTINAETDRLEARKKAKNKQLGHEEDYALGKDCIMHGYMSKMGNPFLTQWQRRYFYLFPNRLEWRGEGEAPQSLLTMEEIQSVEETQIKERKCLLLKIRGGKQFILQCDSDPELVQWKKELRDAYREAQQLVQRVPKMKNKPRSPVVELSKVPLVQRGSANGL
Bcl-xL primary: Bcl-xL (human) inhibition; Q07817; GST-Bcl-xL / FITC-Bim BH3 peptide fluorescence polarization; inhibition, % at 10.9 µM; actives 0.7% (n = 320,000);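 active = inhibition above the mean of all tested compounds plus 3 SD, cutoff set per campaign, cut at about 30% in these data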;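 note: 0% = DMSO wells and 100% = unlabeled Bim-BH3 peptide competitor; inhibitors lower millipolarization by displacing the labeled peptide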
Target sequence (Q07817 whole entry, looked up): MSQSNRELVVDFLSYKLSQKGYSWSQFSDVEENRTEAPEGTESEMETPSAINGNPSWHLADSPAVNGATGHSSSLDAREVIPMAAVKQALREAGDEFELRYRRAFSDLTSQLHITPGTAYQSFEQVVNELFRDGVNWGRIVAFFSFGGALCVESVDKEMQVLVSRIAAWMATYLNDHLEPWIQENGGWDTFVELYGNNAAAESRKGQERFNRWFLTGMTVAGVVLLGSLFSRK
AGP1 TOR yeast: yeast TOR pathway AGP1-GFP modulation. S. cerevisiae AGP1-GFP multiplex flow cytometry, 3 h; GFP as percent of DMSO wells. actives 0.02% (n = 320,000). AID 2066. GFP response vs DMSO, % at 10 µM;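 active = GFP response relative to DMSO above a set limit, near screen average plus 3 SD, cut at about 150% in these data; inconclusive = fewer than 70 cells counted for the yeast strain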;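 note: median GFP channel fluorescence of the gated AGP1 strain per well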
MCL1 BIM primary: inhibitors of human MCL1 binding to BIM-BH3 peptide; actives 0.68% (n = 320,000); inhibition, % at 10.9 µM; GST-MCL1 / FITC-Bim-BH3 fluorescence polarization;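 active = inhibition above the mean inhibition of all tested compounds plus 3 SD, set per campaign, cut at about 40% in these data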;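 note: 0% = DMSO wells and 100% = unlabeled Bim-BH3 peptide control; higher means more loss of mP so more displacement of Bim peptide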
VLA-4 inh: inhibition in a human VLA-4 binding assay; P13612; VLA-4 expressing cells, ligand binding flow cytometry; inhibition, % (about 7 µM as worked out from the volumes in the protocol); actives 0.2% (n = 330,000); in the data active = inhibition above about 50%
CR mimetic SO: lowers age-related superoxide in aged yeast cells. S. cerevisiae aged cells, superoxide DHE fluorescence; active compounds read low. superoxide response (% of plate mean), % at 10 µM. actives 0.18% (n = 330,000);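 active = superoxide response under a set limit, about three screen SD below normal, cut at about 65% in these data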;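 note: yeast aged for seven days with compound at 30 °C before DHE staining; 100% = average MFI of all compound-treated wells on the plate with controls excluded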
GLD-1 RNA inh: GLD-1-TGE RNA interaction inhibition (C. elegans). Q17339. purified GLD-1 + fluorescein TGE RNA, fluorescence polarization. inhibition, % at 5.96 µM. actives 0.44% (n = 320,000);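 active = percent inhibition above a per-plate cutoff, the plate mean of test compounds plus 3 SD, cut at about 30% in these data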;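 note: 0% = DMSO wells with GLD-1 and probe and 100% = wells lacking GLD-1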
CIT2 TOR yeast: alters CIT2-GFP fluorescence in TOR pathway yeast screen; S. cerevisiae CIT2-GFP strain, flow cytometry, 3 h; 100 means same as DMSO wells; GFP response vs DMSO, % at 10 µM; actives 0.065% (n = 320,000); AID 2029;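 active = GFP response relative to DMSO above a set limit, near the screen mean plus 3 SD, cut at about 150% in these data; inconclusive = Fewer than 70 cells measured for a yeast strain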;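 note: ratio of well median GFP fluorescence to mean of DMSO wells on the plate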
MEX-5 binding: C. elegans MEX-5 TCR-2 RNA binding activity | MEX-5/FITC-TCR2 RNA binding, fluorescence polarization; active compounds read low | AID 1832 | Q9XUB2 | activity score (negative = inhibition of binding), % at 10 µM | actives 0.38% (n = 300,000);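 active = inhibition past about -25% in most replicates, and total fluorescence under double the plate's negative control median, limit read from the data; inconclusive = replicates evenly split on the limit, or fluorescence at least double controls; inactive = too little inhibition in most replicates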;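 note: 0% = DMSO and -100% = 5 µM competing unlabeled TCR2 RNA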
* hit, by the source's call; [ ] = dose if it differs, or a comment.

`COc1ccc(C(=O)NCC2CCCO2)cc1S(=O)(=O)N1CCCc2ccccc21` (centres undefined) gave GRK2 inh 3, Bcl-xL primary -3, AGP1 TOR yeast 104, MCL1 BIM primary -3, VLA-4 inh 0, CR mimetic SO 80, GLD-1 RNA inh 5, CIT2 TOR yeast 99 and MEX-5 binding -1.7.
CC(=O)Nc1ccc(NC(=O)CC(NC(=O)c2ccccc2)c2ccccc2)cc1 (centres undefined) was read as GRK2 inh 1, Bcl-xL primary 3, AGP1 TOR yeast 101, MCL1 BIM primary -10, VLA-4 inh 10, CR mimetic SO 111, GLD-1 RNA inh -2, CIT2 TOR yeast 100 and MEX-5 binding -1.2.
CCC(=O)C1CCCN(C(=O)c2ccc(OC3CCN(C(=O)c4cccnc4)CC3)cc2)C1 (centres undefined) was read as GRK2 inh 0, Bcl-xL primary 1, AGP1 TOR yeast 110, MCL1 BIM primary 0, VLA-4 inh -24, CR mimetic SO 98, GLD-1 RNA inh -1, CIT2 TOR yeast 99 and MEX-5 binding -0.1.
`O=c1c([N+](=O)[O-])c(O)c2cccc3c2n1CCC3` gave GRK2 inh 0, Bcl-xL primary 10, AGP1 TOR yeast 101, MCL1 BIM primary 6, VLA-4 inh 2, CR mimetic SO 78, GLD-1 RNA inh -3, CIT2 TOR yeast 93 and MEX-5 binding -1.9.
O=C(/C=C/c1c(Cl)cccc1Cl)NCCc1ccccc1 was read as GRK2 inh 0, Bcl-xL primary 5, AGP1 TOR yeast 92, MCL1 BIM primary 2, VLA-4 inh 8, CR mimetic SO 103, GLD-1 RNA inh 1, CIT2 TOR yeast 93 and MEX-5 binding 1.0.
Cc1cc(O)c(C(C)C)cc1C1(c2cc(C(C)C)c(O)cc2C)OC(=O)c2ccccc21 was read as GRK2 inh 2, Bcl-xL primary -6, AGP1 TOR yeast 93, MCL1 BIM primary -10, VLA-4 inh -25, CR mimetic SO 99, GLD-1 RNA inh 1, CIT2 TOR yeast 99 and MEX-5 binding -3.1.
CC(C)(C)OC(=O)C[C@H]1C/C=C\C[C@@H](CC(=O)N[C@@H](CO)Cc2ccccc2)C(=O)NCCOC1=O was read as GRK2 inh 0, AGP1 TOR yeast 99, VLA-4 inh 0, CR mimetic SO 111, GLD-1 RNA inh -4 and CIT2 TOR yeast 103.
Cc1ccsc1/C=C(\C(=O)c1ccc(OC(C)C)cc1)c1nc2ccccc2o1 was read as GRK2 inh 1, Bcl-xL primary 2, AGP1 TOR yeast 101, MCL1 BIM primary 3, VLA-4 inh 8, CR mimetic SO 97, GLD-1 RNA inh 2, CIT2 TOR yeast 100 and MEX-5 binding 2.6.
Screening CCO[C@H]1OC(C(=O)N2CCOCC2)=C[C@@H](c2ccc(Br)cc2)[C@@H]1CCCO returned GRK2 inh 0, Bcl-xL primary -2, AGP1 TOR yeast 81, MCL1 BIM primary -9, VLA-4 inh 17, CR mimetic SO 99, GLD-1 RNA inh 0, CIT2 TOR yeast 74 and MEX-5 binding 1.3.
`COCCNc1nc2c(c(=O)[nH]c(=O)n2C)n1CCCc1ccccc1` gave GRK2 inh 0, Bcl-xL primary 1, AGP1 TOR yeast 97, MCL1 BIM primary -6, VLA-4 inh -1, CR mimetic SO 101, GLD-1 RNA inh -7, CIT2 TOR yeast 103 and MEX-5 binding 1.5.
OC(CNc1ccccc1)Cn1ccc2ccccc21 (centres undefined) was read as GRK2 inh 1, Bcl-xL primary 5, AGP1 TOR yeast 95, MCL1 BIM primary -1, VLA-4 inh -3, CR mimetic SO 94, GLD-1 RNA inh 19, CIT2 TOR yeast 93 and MEX-5 binding -2.7.
`COc1ccc(CNC(=O)CN(Cc2ccc(Cl)cc2)S(C)(=O)=O)cc1` gave GRK2 inh 0, Bcl-xL primary 5, AGP1 TOR yeast 101, MCL1 BIM primary 8, VLA-4 inh 17, CR mimetic SO 112, GLD-1 RNA inh 0, CIT2 TOR yeast 103 and MEX-5 binding -3.0.
`CCOC(=O)c1c(N)sc2c(OCC)c(Br)ccc12` gave GRK2 inh 6, Bcl-xL primary 0, AGP1 TOR yeast 94, MCL1 BIM primary 4, VLA-4 inh -6, CR mimetic SO 126, GLD-1 RNA inh 4, CIT2 TOR yeast 89 and MEX-5 binding 2.7.
Screening Cc1nnc(N/N=C/c2cccc(OCc3ccc(Cl)c(Cl)c3)c2)n1N returned GRK2 inh 0, Bcl-xL primary 1, AGP1 TOR yeast 98, MCL1 BIM primary -3, VLA-4 inh 7, CR mimetic SO 91, GLD-1 RNA inh 9, CIT2 TOR yeast 90 and MEX-5 binding -0.1.
Screening CCOc1ccc(Nc2oc(-c3ccccc3Cl)nc2C#N)cc1 returned GRK2 inh 0, Bcl-xL primary 5, AGP1 TOR yeast 100, MCL1 BIM primary -2, VLA-4 inh -5, CR mimetic SO 96, GLD-1 RNA inh 0, CIT2 TOR yeast 106 and MEX-5 binding 1.0.
For COC(=O)C1=C(COc2ccc(C=O)cc2OC)NC(=O)NC1c1cc(C)ccc1C (centres undefined) the results were GRK2 inh 0, Bcl-xL primary -1, AGP1 TOR yeast 101, MCL1 BIM primary -1, VLA-4 inh 9, CR mimetic SO 101, GLD-1 RNA inh 6, CIT2 TOR yeast 108 and MEX-5 binding 0.3.
For CCc1c(O)nc(SCC(=O)NCc2ccco2)[nH]c1=O the results were GRK2 inh 11, Bcl-xL primary 6, AGP1 TOR yeast 28[may fluoresce violet], MCL1 BIM primary 8, VLA-4 inh 14, CR mimetic SO 99, GLD-1 RNA inh 3, CIT2 TOR yeast inconclusive and MEX-5 binding -0.4.
`CN(C)S(=O)(=O)c1ccc(NC(=O)CN2CCN(C(c3ccccc3)c3ccccc3)CC2)cc1` gave GRK2 inh 2, Bcl-xL primary -2, AGP1 TOR yeast 104, MCL1 BIM primary -5, VLA-4 inh 33, CR mimetic SO 102, GLD-1 RNA inh 7, CIT2 TOR yeast 93 and MEX-5 binding 0.8.
O=C1O[C@@H](c2ccc(O)cc2)Cc2cccc(O)c21 was read as GRK2 inh 2, Bcl-xL primary 3, AGP1 TOR yeast 95, MCL1 BIM primary 0, VLA-4 inh 0, CR mimetic SO 98, GLD-1 RNA inh 1 and CIT2 TOR yeast 92.
Screening CCC(=O)NCC(=O)OCC(=O)c1ccccc1 returned GRK2 inh 2, Bcl-xL primary 0, AGP1 TOR yeast 98, MCL1 BIM primary -3, VLA-4 inh 6, CR mimetic SO 96, GLD-1 RNA inh -5, CIT2 TOR yeast 92 and MEX-5 binding 0.5.
COc1ccc(-c2nc(C#N)c(N3CCc4ccccc4C3)o2)cc1OC was read as GRK2 inh 0, Bcl-xL primary 8, AGP1 TOR yeast 100, MCL1 BIM primary 7, VLA-4 inh 4, CR mimetic SO 106, GLD-1 RNA inh 2, CIT2 TOR yeast 102 and MEX-5 binding 1.1.
`COc1ccccc1-n1c(SCC(=O)NC(C)(C)C)nc(O)c(Cc2ccccc2)c1=O` gave GRK2 inh 20, Bcl-xL primary 3, AGP1 TOR yeast 106, MCL1 BIM primary 8, VLA-4 inh -10, CR mimetic SO 98, GLD-1 RNA inh 3, CIT2 TOR yeast 105 and MEX-5 binding 1.8.
Screening C=CCn1c(SCC#N)nnc1-c1ccc2ncccc2c1 returned GRK2 inh 0, Bcl-xL primary -6, AGP1 TOR yeast 101, MCL1 BIM primary -5, VLA-4 inh 9, CR mimetic SO 104, GLD-1 RNA inh -2, CIT2 TOR yeast 95 and MEX-5 binding 0.5.
For CN(C)c1ccc(/C=N/NC(=S)NCc2ccccc2)cc1 the results were GRK2 inh 4, Bcl-xL primary 10, AGP1 TOR yeast 93, MCL1 BIM primary 16, VLA-4 inh -3, CR mimetic SO 86, GLD-1 RNA inh -1, CIT2 TOR yeast 99 and MEX-5 binding 0.1.
For CCN(CC(=O)NCCc1ccc(Cl)cc1)Cc1nc2ccccc2c(=O)[nH]1 the results were GRK2 inh 2, Bcl-xL primary -4, AGP1 TOR yeast 98, MCL1 BIM primary 4, VLA-4 inh -1, CR mimetic SO 93, GLD-1 RNA inh 0, CIT2 TOR yeast 99 and MEX-5 binding 2.0.
Screening O=C(O)Cn1c(CC(=O)N2CCCC2)nc2ccccc21 returned GRK2 inh 0, Bcl-xL primary 8, AGP1 TOR yeast 100, MCL1 BIM primary 3, VLA-4 inh -8, CR mimetic SO 91, GLD-1 RNA inh 10, CIT2 TOR yeast 96 and MEX-5 binding 0.2.
Screening CCS(=O)(=O)NCC(c1cccnc1)N1CCN(c2ccccc2F)CC1 (centres undefined) returned GRK2 inh 5, Bcl-xL primary -1, AGP1 TOR yeast 100, MCL1 BIM primary -8, VLA-4 inh -9, CR mimetic SO 98, GLD-1 RNA inh -3, CIT2 TOR yeast 107 and MEX-5 binding 1.5.
Screening CCN1CCN(c2ccc(NC(=O)c3ccccc3F)cc2Cl)CC1 returned GRK2 inh 1, Bcl-xL primary 3, AGP1 TOR yeast 100, MCL1 BIM primary 2, VLA-4 inh 14, CR mimetic SO 87, GLD-1 RNA inh -4, CIT2 TOR yeast 98 and MEX-5 binding -1.5.
For COc1ccc(N2CCN(C(=O)CCc3cc(OC)c(OC)c(OC)c3)CC2)cc1 the results were GRK2 inh 4, Bcl-xL primary 0, AGP1 TOR yeast 105, MCL1 BIM primary -6, VLA-4 inh -8, CR mimetic SO 94, GLD-1 RNA inh 3, CIT2 TOR yeast 103 and MEX-5 binding 1.4.
For CC(C)CCNC(=O)c1ccc(Cl)c(NC(=O)Cc2ccccc2)c1 the results were GRK2 inh 1, Bcl-xL primary 2, AGP1 TOR yeast 99, MCL1 BIM primary 4, VLA-4 inh 8, CR mimetic SO 99, GLD-1 RNA inh 2, CIT2 TOR yeast 104 and MEX-5 binding -2.6.
`CCOc1ccc(NC(=S)c2ccc3ccccc3n2)cc1` gave GRK2 inh 3, Bcl-xL primary 8, AGP1 TOR yeast 90, MCL1 BIM primary -3, VLA-4 inh 9, CR mimetic SO 107, GLD-1 RNA inh -3, CIT2 TOR yeast 93 and MEX-5 binding 2.5.
`CCN(c1cccc(C)c1)c1nc2ccsc2c(=O)s1` gave GRK2 inh 3, Bcl-xL primary 3, AGP1 TOR yeast 106, MCL1 BIM primary 6, VLA-4 inh 0, CR mimetic SO 95, GLD-1 RNA inh 6, CIT2 TOR yeast 104 and MEX-5 binding 0.5.
Screening Cc1cc(C)nc(NS(=O)(=O)c2ccc(N/C=C\C(=O)c3ccc(Cl)cc3)cc2)n1 returned GRK2 inh 7, Bcl-xL primary -11, AGP1 TOR yeast 97, MCL1 BIM primary -16, VLA-4 inh 24, CR mimetic SO 107, GLD-1 RNA inh -4, CIT2 TOR yeast 97 and MEX-5 binding -4.8.
`CN(C)S(=O)(=O)N1CCC(Oc2cccc(C(=O)N3CCCCCC3)c2)CC1` gave GRK2 inh 0, Bcl-xL primary 0, AGP1 TOR yeast 109, MCL1 BIM primary -1, VLA-4 inh 1, CR mimetic SO 96, GLD-1 RNA inh -1, CIT2 TOR yeast 103 and MEX-5 binding 4.3.

Pulled one by one from the list above:
`CN(C)S(=O)(=O)N1CCC(Oc2cccc(C(=O)N3CCCCCC3)c2)CC1` gave GRK2 inh 0, Bcl-xL primary 0, AGP1 TOR yeast 109, MCL1 BIM primary -1, VLA-4 inh 1, CR mimetic SO 96, GLD-1 RNA inh -1, CIT2 TOR yeast 103 and MEX-5 binding 4.3.
`CCOc1ccc(NC(=S)c2ccc3ccccc3n2)cc1` gave GRK2 inh 3, Bcl-xL primary 8, AGP1 TOR yeast 90, MCL1 BIM primary -3, VLA-4 inh 9, CR mimetic SO 107, GLD-1 RNA inh -3, CIT2 TOR yeast 93 and MEX-5 binding 2.5.
